Bioassay records: PubChem, several laboratories
TLR4-MyD88 BLA: inhibitors of human TLR4-MyD88 binding | AID 861 | HeLa CL3-4 TLR4/MyD88 BLA complementation, FRET ratio | inhibition, % at 8.4 µM | O00206+Q99836 | 200,000 compounds, 0.18% hits; in the data active means inhibition above about 25%;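 further: 0% = vehicle and 100% = reference inhibitor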
Target sequence (O00206 whole entry, looked up): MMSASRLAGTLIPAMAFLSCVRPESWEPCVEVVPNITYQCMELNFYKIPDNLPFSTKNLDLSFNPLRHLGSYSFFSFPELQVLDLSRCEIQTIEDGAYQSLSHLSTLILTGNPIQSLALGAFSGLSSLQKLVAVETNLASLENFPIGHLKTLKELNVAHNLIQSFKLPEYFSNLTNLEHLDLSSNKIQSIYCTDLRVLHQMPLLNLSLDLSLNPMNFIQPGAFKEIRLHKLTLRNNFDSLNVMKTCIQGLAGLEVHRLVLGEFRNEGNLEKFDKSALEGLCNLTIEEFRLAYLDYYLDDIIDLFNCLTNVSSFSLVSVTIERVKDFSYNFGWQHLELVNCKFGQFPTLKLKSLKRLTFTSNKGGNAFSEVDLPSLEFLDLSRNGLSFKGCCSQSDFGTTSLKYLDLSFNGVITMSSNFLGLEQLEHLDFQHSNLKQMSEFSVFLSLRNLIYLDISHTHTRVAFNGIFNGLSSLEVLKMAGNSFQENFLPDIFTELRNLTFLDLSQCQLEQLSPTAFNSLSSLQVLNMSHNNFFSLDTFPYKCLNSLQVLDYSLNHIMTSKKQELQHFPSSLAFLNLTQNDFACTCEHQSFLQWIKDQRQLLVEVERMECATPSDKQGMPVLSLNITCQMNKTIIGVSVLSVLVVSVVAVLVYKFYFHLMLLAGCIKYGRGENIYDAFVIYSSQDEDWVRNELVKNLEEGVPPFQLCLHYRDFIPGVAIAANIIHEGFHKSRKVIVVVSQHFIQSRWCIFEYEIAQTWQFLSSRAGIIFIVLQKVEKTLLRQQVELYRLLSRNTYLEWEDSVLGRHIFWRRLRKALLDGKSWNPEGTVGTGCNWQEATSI
Target sequence (Q99836 whole entry, looked up): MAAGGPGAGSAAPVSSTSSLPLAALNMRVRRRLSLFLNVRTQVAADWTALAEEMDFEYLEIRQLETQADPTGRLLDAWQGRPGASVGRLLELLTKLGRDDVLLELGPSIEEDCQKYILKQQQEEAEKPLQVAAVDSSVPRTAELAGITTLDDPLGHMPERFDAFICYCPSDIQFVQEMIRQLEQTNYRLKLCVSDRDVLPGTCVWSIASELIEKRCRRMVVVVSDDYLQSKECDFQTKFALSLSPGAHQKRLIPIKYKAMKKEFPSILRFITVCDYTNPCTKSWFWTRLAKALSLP
STAT1 inh: reduces IFN-gamma driven STAT1 reporter signal | inhibition, % at 5.5 µM | AID 920 | 200,000 compounds, 0.35% hits | NIH 3T3 STAT1-luciferase reporter, luminescence;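 active means inhibition above a set limit, the mean inhibition across all tested compounds plus 3 SD, cut at about 34% in these data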;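 further: 0% = IFN-gamma with DMSO and 100% = IFN-gamma with 300 µM nifuroxazide; values of inactives mirror those of a sister screen read the other way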
ROMK mod: modulators of human ROMK potassium channel; B-score at 10 µM; Tet-inducible ROMK, thallium flux fluorescence; actives lie on both sides; 130,000 compounds, 2% hits; AID 1918; P48048;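 active means signal ratio slope over the read window, or its plate-corrected B-score, at least 3 SD from the plate mean, either direction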;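 further: B-score of the F/F0 ratio slope over 7 to 12 s after thallium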
PPARg SRC3 recr: PPARgamma-driven SRC-3 recruitment agonism; P37231; biochemical PPARgamma/SRC-3 coactivator recruitment assay; activation, % at 8 µM; 200,000 compounds, 0.26% hits; AID 731; in the data active means activation above about 23%;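 further: 0% = DMSO and 100% = reference agonist; some compounds past the cut are filed as inactive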
S1P3 antag: blocks the human S1P3 receptor; CHO S1P3 NFAT-BLA reporter, FRET fluorescence, antagonist mode; 170,000 compounds, 0.27% hits; Q99500; inhibition, % at 4.98 µM;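 active means inhibition above the plate cutoff, the mean inhibition of test wells on that plate plus 3 SD, cut at about 28% in these data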;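 further: cells challenged with S1P at its EC80 of 0.8 µM; blue over green emission ratio from cleaved BLA substrate after 4 h stimulation; 0% = S1P-stimulated wells and 100% = unstimulated DMSO-only wells; some compounds past the cut are filed as inactive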
PPARg SRC2 recr: PPARgamma-driven SRC-2 recruitment agonism. P37231. PPARgamma LBD-SRC-2 recruitment, biochemical. activation, % at 8 µM. 200,000 compounds, 0.34% hits. AID 1032; in the data active means activation above about 22%;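 further: 0% = vehicle and 100% = reference agonist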
PPARg SRC-1 ag: PPARgamma-driven SRC-1 recruitment agonism; activation, % at 8 µM; PPARgamma-SRC-1 coactivator recruitment biochemical assay; 200,000 compounds, 0.41% hits; AID 631; in the data active means activation above about 19%;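 further: 0% = DMSO and 100% = reference agonist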
RAM network inh: blocks the yeast RAM network; S. cerevisiae dse1pr::URA3 reporter, 5-FOA growth OD615, 2 d; analog-sensitive cbk1-as2 kinase mutant strain; inhibition, % at 50 µM; 190,000 compounds, 1.8% hits;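 active means inhibition above a set limit, 3 SD over mean compound inhibition, cut at about 8.4% in these data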;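 further: 0% = DMSO-only wells with no growth and 100% = 10 µM 1-NA-PP1 full growth; inhibition rescues growth on 5-FOA so higher OD means more RAM inhibition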
TR-FRET SRC-2 ct: counter-screen for PPARgamma SRC-2 recruitment agonists: TR-FRET artefact. 200,000 compounds, 0.4% hits. TR-FRET ratio at 8 µM. active compounds read high; in the data active means TR-FRET ratio above about 2000; further: inactives centre near 1500
STAT3 inh: inhibitors of IL-6 induced STAT3 signaling. U3A cells, IL-6 STAT3-luciferase reporter, luminescence; host cell line lacks STAT1. inhibition, % at 5.5 µM. 190,000 compounds, 0.89% hits. AID 862;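 active means inhibition above the mean inhibition across all screened compounds plus 3 SD, cut at about 44% in these data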;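 further: 0% = DMSO only wells and 100% = 100 µM nifuroxazide control wells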
STAT3 act: activators of IL-6 induced STAT3 signaling; 190,000 compounds, 0.91% hits; U3A cells, IL-6 STAT3-luciferase reporter, luminescence; 100% = signal with IL-6 EC80 alone; activation (% of control), % at 5.6 µM;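 active means activation above the screen-wide mean of compound activation plus 3 SD, cut at about 130% in these data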;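 further: 0% = background luminescence of wells with medium and substrate only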
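Assay system – human STAT1-deficient U3A cells with stable STAT3-luciferase reporter · Also added – IL-6 (33 ng/mL) · Schedule – compound 1 h, then IL-6 6 h at 37 °C · Technique – reporter luminescence signal · Evaluation – % activation versus median of IL-6-stimulated wells · Benchmarks – IL-6-only wells as 100% reference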
* marks the source's active call; other numbers are inactive results; nt = no result given.

SMILES | TLR4-MyD88 BLA | STAT1 inh | ROMK mod | PPARg SRC3 recr | S1P3 antag | PPARg SRC2 recr | PPARg SRC-1 ag | RAM network inh | TR-FRET SRC-2 ct | STAT3 inh | STAT3 act
O=C(O)c1cccnc1SCc1ccccc1Cl | -8.8 | -0.7 | -0.0199 | 4.1 | -27.2 | 5.0 | -3.7 | 3.1 | 1673 | 11.6 | 92.1
Clc1ccc(-c2csc(N3CCC(c4ccccc4)C3)n2)cc1 (stereo unspecified) | -0.1 | -34.8 | nt | 3.7 | nt | 4.9 | -0.9 | 13.5* | 1641 | -0.5 | 100.7
Cc1cccc(NC(=O)CSc2nnc(C)c(=O)n2N)c1 | 4.3 | -10.0 | -0.238 | 0.4 | -10.9 | 4.7 | 3.5 | 0.9 | 1743 | 3.7 | 102.4
COc1ccccc1-c1ccc(SCc2ccccc2F)nn1 | 5.8 | -31.6 | -0.515 | 4.8 | -0.8 | 4.5 | 6.6 | 5.5 | 1685 | 7.6 | 95.5
COc1cc(NC(=O)c2ccc([N+](=O)[O-])cc2)ccc1NC(=O)C(C)C | -25.0 | -1.8 | 0.612 | 5.5 | -18.5 | 3.0 | 6.9 | 3.0 | 1587 | 24.4 | 82.8
[O-]C1=N/[N+](=C/c2ccc(Cl)c(Cl)c2)CC1 | 15.2 | 1.2 | 0.133 | -2.8 | nt | -3.4 | 0.0 | 0.0 | 1334 | 6.9 | 95.1
O=C1N/C(=C/c2ccc(N3CCOCC3)cc2)C(=O)N1Cc1ccc(F)cc1 | -2.2 | -6.4 | 0.0535 | 16.0 | nt | 8.6 | 8.5 | 1.9 | 1749 | 29.2 | 80.4
Cn1c2c(c(=O)n(C)c1=O)CN(CC1CCCO1)CN2 (stereo unspecified) | 1.0 | 11.9 | 1.46 | -1.3 | -22.0 | 3.6 | 4.5 | 1.7 | 1585 | -2.2 | 103.6
COCCNC(=O)CN(c1cc(C(F)(F)F)ccc1Cl)S(C)(=O)=O | -7.9 | 8.8 | nt | 14.6 | -41.4 | 13.5 | -0.1 | 3.4 | 1636 | 9.1 | 96.8
COc1ccc(N2Cc3cccc(C(=O)N4CCOCC4)c3C2=O)cc1 | -1.6 | -0.7 | nt | 10.7 | -28.8 | -5.7 | 1.6 | 0.2 | 1550 | 2.1 | 103.0
Cc1ccc(S(=O)(=O)N(C)C2(C)CCS(=O)(=O)C2)cc1 (stereo unspecified) | -1.6 | -0.2 | 1.47 | -0.1 | nt | -2.9 | 3.9 | 0.4 | 1497 | -6.0 | 106.0
Cc1c(Br)c(C(F)(F)F)nn1CC(=O)NCCN1CCOCC1 | 2.5 | -4.2 | nt | 0.4 | -58.5 | 3.7 | -7.0 | 0.6 | 1452 | 0.9 | 103.0
c1ccc(Cn2nnnc2CN2CCOCC2)cc1 | -9.9 | 2.9 | nt | -3.7 | nt | -1.6 | 3.4 | -0.8 | 1558 | 6.9 | 97.8
CCOC(=O)c1sc(=NC(=O)/C=C/c2cccs2)n(C)c1C | -2.6 | -43.0 | -0.249 | 7.9 | -16.2 | 2.4 | 6.9 | 2.6 | 1705 | -2.5 | 106.4
O=C(c1ccccc1)N1CCN(C(=O)C23CC4CC(CC(C4)C2)C3)CC1 | -16.4 | -5.7 | nt | -4.6 | 14.4 | -4.5 | -6.2 | -0.4 | 1508 | -2.0 | 104.8
Cc1onc(-c2c(F)cccc2Cl)c1C(=O)NCCc1ccc(S(N)(=O)=O)cc1 | -1.4 | -5.1 | nt | -4.1 | 7.5 | 8.5 | 2.5 | 0.5 | 1538 | -1.2 | 101.8
Cc1cc(Cl)c(S(N)(=O)=O)cc1OCC(N)=O | 11.3 | 1.6 | -0.517 | -1.1 | 9.8 | 10.3 | -1.9 | -0.1 | 1654 | -3.1 | 105.8
O=C(NC1CCCC1)C(NS(=O)(=O)c1cccc2nsnc12)c1ccccc1 (stereo unspecified) | -3.0 | 1.0 | nt | -2.9 | 2.9 | 8.5 | 2.8 | -0.7 | 1627 | 2.3 | 101.4
COc1cc(C(=O)OCC(=O)Nc2c(F)c(F)c(F)c(F)c2F)cc(OC)c1OC | -5.8 | 7.7 | nt | -3.8 | 7.2 | 2.6 | 2.1 | 1.9 | 1572 | 7.1 | 99.1
CC(=O)c1c(C)[nH]c(C(=O)NCc2cccs2)c1C | 0.8 | 2.0 | -0.47 | -8.1 | 3.9 | 7.7 | -1.3 | 1.0 | 1505 | 20.4 | 85.9
CN(C)c1nnnn1-c1cccc(Oc2ncc(C(F)(F)F)cc2Cl)c1 | -8.1 | 1.8 | -0.867 | 3.8 | -17.2 | 0.4 | -9.1 | 1.4 | 1460 | 7.0 | 98.0
Cc1ccn2c(NC(=O)c3ccco3)c(-c3ccccc3)nc2c1 | -10.8 | -4.0 | 0.459 | 4.9 | nt | 1.0 | 5.6 | 1.2 | 1496 | -4.4 | 105.5
CCc1cc2c(SCC#N)ncnc2s1 | -4.8 | -5.2 | 0.493 | 4.5 | -7.6 | 4.2 | 10.2 | -0.5 | 1558 | 0.8 | 106.2
Cc1ccc(-n2nc3c(c2NC(=O)CCC2CCCCC2)CS(=O)C3)cc1 (stereo unspecified) | 2.1 | 4.7 | nt | -6.3 | -25.6 | -4.4 | -0.4 | 0.0 | 1544 | 7.2 | 101.2
Fc1ccccc1Nc1n[nH]c(=S)s1 | 0.2 | -20.6 | -0.802 | 4.8 | 1.1 | 3.5 | 14.2 | 0.0 | 1431 | 5.8 | 101.8
Cc1cc(NC(=S)Nc2ccc(C)c(Cl)c2)n[nH]1 | 9.1 | -33.6 | 0.259 | -3.0 | -8.2 | 0.9 | -3.0 | 0.9 | 1365 | 0.1 | 104.0
CC(=O)COC(=O)c1cc(-c2ccc(C)cc2)nc2ccccc12 | -3.4 | 0.3 | 0.0536 | -1.1 | 2.4 | 3.8 | 5.6 | 3.8 | 1709 | 24.7 | 83.1
CCc1nnc(NC(=O)Cn2nc(-c3ccc(OC)c(OC)c3)ccc2=O)s1 | -8.1 | -1.8 | -0.227 | -11.5 | nt | -3.8 | 1.3 | 1.2 | 1488 | -5.5 | 107.7
Cc1cc(C)cc(N(CC(=O)N2CCn3c2nc2ccccc23)S(=O)(=O)c2c(C)noc2C)c1 | 7.8 | -1.1 | nt | 5.8 | -5.9 | -2.7 | -1.1 | 6.8 | 1513 | -12.1 | 113.8
CN(C(=O)CSc1nc2cc(Cl)ccc2c(=O)n1Cc1ccco1)C1CCS(=O)(=O)C1 (stereo unspecified) | -5.3 | -0.1 | -0.305 | 1.1 | -4.3 | -2.3 | -1.1 | -0.5 | 1616 | 11.6 | 98.8
COc1cccc(NC(=O)CC(C)=O)c1 | -11.3 | -3.2 | -1.73 | 2.4 | 2.4 | 0.0 | 2.9 | 1.3 | 1599 | -8.9 | 105.0
CC(C)n1c(=S)[nH]c2c1c(=O)[nH]c(=O)n2C | -1.2 | 3.0 | nt | 24.6 | -7.6 | 4.2 | 10.6 | 1.2 | 1904 | 4.1 | 100.7
CCCNC(=O)COC(=O)c1cc(-c2ccc(OC)cc2)nc2ccccc12 | -22.2 | 18.9 | -0.139 | -0.6 | -1.9 | 0.8 | -13.8 | 5.0 | 1412 | 28.1 | 79.2
Cc1ccc(C(=O)c2c(NC(=O)CSc3nnc(N)s3)sc3c2CCCC3)cc1 | -12.9 | 6.7 | -1.02 | 4.5 | -0.5 | 1.0 | 8.3 | 3.1 | 1616 | -4.4 | 101.8
COc1ccc(/C(N)=N/OC(=O)c2cccc([N+](=O)[O-])c2)cc1 | 3.9 | -3.1 | -0.16 | 6.3 | nt | 5.7 | -1.1 | 3.3 | 1337 | -37.1 | 127.4
COc1ccc(OC)c(-c2cc(C(=O)Nc3cccc(Cl)c3)no2)c1 | -9.8 | 10.0 | nt | 8.7 | 3.4 | 5.0 | -0.7 | 2.2 | 1565 | -33.9 | 130.9
CCCCN(CCCC)CC(O)CN1C(=O)NC(C)(C)C1=O (stereo unspecified) | -3.4 | 1.0 | nt | -0.8 | nt | 5.0 | -5.0 | 2.8 | 1472 | -4.5 | 105.0
CCn1c(O)c(C2=NCCCC2)c2ccccc21 | -2.3 | 1.4 | nt | 1.9 | 8.3 | 11.9 | 4.0 | 2.7 | 1572 | 7.1 | 98.5
COc1cc(/C=N/NC(=S)Nc2cccc(S(=O)(=O)N(C)C)c2)ccc1O | 8.2 | -12.8 | 0.0065 | 4.5 | -10.0 | -2.4 | 2.5 | 3.3 | 1339 | 12.0 | 96.6
COc1cc2c(cc1NC(=O)CSc1nnnn1-c1ccccc1)oc1ccccc12 | 4.8 | 2.6 | nt | 3.2 | 5.8 | -0.1 | 10.1 | 4.5 | 1638 | -2.4 | 105.7

An excerpt from above, limited to ROMK mod, PPARg SRC3 recr and RAM network inh.
SMILES | ROMK mod | PPARg SRC3 recr | RAM network inh
Cc1ccn2c(NC(=O)c3ccco3)c(-c3ccccc3)nc2c1 | 0.459 | 4.9 | 1.2
CCc1cc2c(SCC#N)ncnc2s1 | 0.493 | 4.5 | -0.5

Further entries follow.
SMILES | TLR4-MyD88 BLA | STAT1 inh | ROMK mod | PPARg SRC3 recr | S1P3 antag | PPARg SRC2 recr | PPARg SRC-1 ag | RAM network inh | TR-FRET SRC-2 ct | STAT3 inh | STAT3 act
Cc1ccc(-n2ncc3c(=O)n(CC(=O)NCc4ccco4)cnc32)cc1C | 5.0 | -5.0 | nt | -4.0 | 3.0 | -1.1 | -3.8 | 1.7 | 1495 | 4.0 | 96.9
Clc1ccccc1-c1nnc2sc(-c3ccncc3)nn12 | 4.2 | 7.0 | nt | 8.4 | 6.6 | -1.6 | -2.3 | 1.9 | 1594 | 3.5 | 104.5
N#Cc1ccc(-c2ccc(OCC(O)Cn3nnc4ccccc43)cc2)cc1 (stereo unspecified) | 9.6 | 4.0 | -0.27 | -0.3 | nt | 7.5 | 9.0 | -0.5 | 1597 | 26.7 | 83.4
CCCC(C(=O)NC1CCCC1)N(C(=O)Cn1nnc(-c2ccc(C)o2)n1)c1ccccc1OC (stereo unspecified) | 9.4 | -2.7 | -0.604 | 3.0 | 25.1 | 15.4 | 8.9 | 1.0 | 1555 | -2.6 | 105.9
CN1CCN(c2ccccc2NC(=O)c2ccc(N3CCCC3)c([N+](=O)[O-])c2)CC1 | 13.6 | 5.4 | -0.865 | -2.8 | 6.5 | -2.2 | 0.7 | 0.5 | 1371 | 11.1 | 94.7
CC1=C(C(=O)OCc2ccccc2)C(c2ccc(Cl)cc2Cl)NC(=O)N1CCCCCC(=O)O (stereo unspecified) | -1.7 | -10.3 | -0.381 | -0.1 | -8.7 | -4.4 | -1.1 | 3.1 | 1330 | -1.4 | 98.8

Looked up above.
Cc1ccc(-n2ncc3c(=O)n(CC(=O)NCc4ccco4)cnc32)cc1C | TLR4-MyD88 BLA = 5.0
CN1CCN(c2ccccc2NC(=O)c2ccc(N3CCCC3)c([N+](=O)[O-])c2)CC1 | STAT3 inh = 11.1
